Source: PubChem BioAssay (several laboratories)
STAT1 inh – STAT1 signaling inhibitors, primary screen, cell-based, HTS, luciferase reporter | inhibition, % at 5.5 µM | hit rate 0.35% among 200,000 | NIH 3T3 STAT1-luciferase reporter, IFN-gamma, luminescence;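 active = inhibition above a set limit, the mean inhibition across all tested compounds plus 3 SD, cut at about 34% in these data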;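 also: 0% = IFN-gamma with DMSO and 100% = IFN-gamma with 300 µM nifuroxazide; values of inactives mirror those of a sister screen read the other way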
APP 5'UTR act – activators of APP 5'UTR luciferase reporter, primary screen, SH-SY5Y cells | SH-SY5Y APP 5'UTR luciferase reporter, luminescence; zero percent = DMSO vehicle wells | activation, % at 2 µM | hit rate 1% among 190,000;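 active = activation above a set limit, based on mean plus 3 SD of controls, cut at about 140% in these data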; also: values of inactives mirror those of a sister screen read the other way
STAT1 act – STAT1 signaling activators, primary screen, cell-based, HTS, luciferase reporter; NIH 3T3 STAT1-luciferase reporter, IFN-gamma, luminescence; 100% = IFN-gamma alone, no compound; activation (% of control), % at 5.5 µM; hit rate 2.6% among 200,000; AID 932, 2007;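 active = activation above the screen-wide mean activation plus 3 SD, cut at about 130% in these data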;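 also: raw ratio to IFN-gamma control signal so 100% means no change and 0% no light; values of inactives mirror those of a sister screen read the other way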
FLuc stim CS – FLuc activators, initial screening, artefact control for FLuc-dependent activation tests, biochemical, ATPlite luminescence | Luciferin 4-monooxygenase (Photinus pyralis), P08659 | ATPlite luciferase biochemical, 10 min; 0 = ATP-free wells, 1 = DMSO control | activation factor at 10 µM | 200,000 tested, under 10 active | AID 1027, 2008;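 active = luciferase activation factor, scaled between plate controls, of at least 2 with compound at 10 µM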
Target sequence (P08659 whole entry, looked up): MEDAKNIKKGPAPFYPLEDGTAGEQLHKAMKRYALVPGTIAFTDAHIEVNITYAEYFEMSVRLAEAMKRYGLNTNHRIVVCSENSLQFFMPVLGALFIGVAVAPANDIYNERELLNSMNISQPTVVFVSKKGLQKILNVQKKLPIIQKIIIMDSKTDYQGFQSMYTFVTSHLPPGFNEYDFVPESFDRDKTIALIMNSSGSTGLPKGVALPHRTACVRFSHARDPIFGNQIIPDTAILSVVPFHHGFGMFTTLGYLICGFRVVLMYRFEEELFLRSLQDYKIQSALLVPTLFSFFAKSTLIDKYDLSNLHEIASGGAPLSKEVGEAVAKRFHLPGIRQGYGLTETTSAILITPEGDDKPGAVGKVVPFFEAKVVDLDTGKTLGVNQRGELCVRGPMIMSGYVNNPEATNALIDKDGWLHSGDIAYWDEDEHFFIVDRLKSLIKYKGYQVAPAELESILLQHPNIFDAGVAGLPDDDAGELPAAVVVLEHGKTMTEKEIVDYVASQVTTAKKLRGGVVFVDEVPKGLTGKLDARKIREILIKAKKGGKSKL
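System: Luciferase/luciferin detection reagent, cell-free biochemical luciferase assay | Medium: PBS buffer for ATP | Dosing: Test compounds dosed from 2 mM stocks in 100% DMSO | Timing: 10 min at ambient temperature | Signal: Luminescence measurement of luciferase light output | Evaluation: Luciferase activation, seen as luminescence increase over controls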
FLuc inh counter – firefly luciferase enzyme inhibitors, primary screen, artefact control for luciferase-based inhibitor screens, biochemical, luminescence, ATPLite; 10 min; Luciferin 4-monooxygenase (Photinus pyralis), P08659; hit rate 1.5% among 200,000; inhibition, % at 10 µM;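 active = inhibition above about 50% when tested at 10 µM, limit read from the data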
ROMK primary – ROMK potassium channel modulators, primary screen, cell-based, thallium flux, MLSMR library. Tet-inducible ROMK, thallium flux fluorescence; actives lie on both sides. hit rate 2% among 130,000. ATP-sensitive inward rectifier potassium channel 1 (Homo sapiens), P48048. B-score at 10 µM;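 active = signal ratio slope over the read window, or its plate-corrected B-score, at least 3 SD from the plate mean, either direction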;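 also: B-score of the F/F0 ratio slope over 7 to 12 s after thallium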
Target sequence (P48048 whole entry, looked up): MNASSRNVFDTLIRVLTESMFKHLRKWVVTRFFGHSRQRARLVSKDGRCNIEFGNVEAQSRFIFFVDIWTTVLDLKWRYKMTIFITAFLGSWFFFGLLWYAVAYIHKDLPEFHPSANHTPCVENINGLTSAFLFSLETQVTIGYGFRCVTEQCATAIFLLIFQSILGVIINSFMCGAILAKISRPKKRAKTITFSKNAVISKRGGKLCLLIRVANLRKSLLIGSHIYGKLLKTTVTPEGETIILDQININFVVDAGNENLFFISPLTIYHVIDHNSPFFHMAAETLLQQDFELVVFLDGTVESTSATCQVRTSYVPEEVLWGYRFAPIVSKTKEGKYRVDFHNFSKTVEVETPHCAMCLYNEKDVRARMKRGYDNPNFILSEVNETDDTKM
APP 5UTR inh – inhibitors of APP translation via 5'UTR reporter, primary screen, APP 5'UTR luciferase, SH-SY5Y cells. inhibition, % at 2 µM. AID 1285, 2008. hit rate 0.82% among 190,000. SH-SY5Y APP 5'UTR-luciferase reporter, luminescence;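 active = inhibition above a set limit, derived from the sample mean plus 3 SD, cut at about 45% in these data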; also: values of inactives mirror those of a sister screen read the other way
STAT3 blocker – IL-6 driven STAT3 reporter inhibitors, primary screen, U3A cells, luciferase, luminescence, MLSCN library; IL-6 STAT3-luciferase reporter; host cell line lacks STAT1; inhibition, % at 5.5 µM; hit rate 0.89% among 190,000; AID 862, 2007;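 active = inhibition above the mean inhibition across all screened compounds plus 3 SD, cut at about 44% in these data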;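 also: 0% = DMSO only wells and 100% = 100 µM nifuroxazide control wells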
STAT3 act – IL-6 driven STAT3 reporter potentiators, primary screen, U3A cells, luciferase, luminescence, MLSCN library. IL-6 STAT3-luciferase reporter; 100% = signal with IL-6 EC80 alone. activation (% of control), % at 5.6 µM. hit rate 0.91% among 190,000. AID 871, 2007;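 active = activation above the screen-wide mean of compound activation plus 3 SD, cut at about 130% in these data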;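 also: 0% = background luminescence of wells with medium and substrate only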
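Assay system – human STAT1-deficient U3A cells with stable STAT3-luciferase reporter · Also added – IL-6 (33 ng/mL) · Schedule – compound 1 h, then IL-6 6 h at 37 °C · Technique – reporter luminescence signal · Evaluation – % activation versus median of IL-6-stimulated wells · Benchmarks – IL-6-only wells as 100% reference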
NF-kB expr up – activators of NF-kB expression in neurons, primary screen, cell-based, HTS; human neuronal cells, NF-kB reporter expression; active compounds read high; fold change at 12.5 µM; hit rate 1.6% among 190,000; AID 1239, 2008; in the data active = fold change above about 3.3
Starred values were filed as active, the others as inactive; x = not tested or not shown.

SMILES	STAT1 inh	APP 5'UTR act	STAT1 act	FLuc stim CS	FLuc inh counter	ROMK primary	APP 5UTR inh	STAT3 blocker	STAT3 act	NF-kB expr up
Cc1ccc(CN=c2c([N+](=O)[O-])nn(-c3cccc(C)c3)n2O)cc1	-20	34	119	1.1	-6	-1.4	-34	8	94	1.5
COc1ccccc1CNC(=O)CSc1nc2ccccc2c(=O)n1CCCN1CCOCC1	3	0	96	1.1	-6	0.6	0	-5	108	0.94
O=Cc1cnc(N2CCN(c3ccccc3)CC2)s1	-4	31	104	1	1	0.41	-31	25	85	1.7
C/C=C/C(=O)Nc1nnc(C(C)C)s1	1	3	98	1	2	0.017	-3	5	99	1.3
CCNC(=S)Nc1cccc(S(=O)(=O)NC2=NCCC2)c1	1	1	97	1	-4	0.31	-1	-5	113	1.2
O=C(COC(=O)C(Cc1ccccc1)NC(=O)c1ccccc1)c1ccccc1 (stereo unspecified)	0	0	100	1	1	0.74	0	-3	106	1.3
CN(C)c1ccccc1C(=O)N1CCCC(C(=O)c2ccc3ccccc3c2)C1 (stereo unspecified)	3	4	96	1.1	-9	0.65	-4	19	93	0.93
C=CC(=O)NCC1OCCc2ccccc21 (stereo unspecified)	-5	-4	103	1.1	-9	0.36	4	1	101	0.93
Cc1cc(C)c(OCC(=O)Nc2nc(-c3ccccn3)cs2)c(C)c1	20	2	82	1	-4	0.049	-2	-9	108	0.62
Cc1ccc(/C(N)=N/OC(=O)Cc2cccc3ccccc23)cc1	3	12	94	1	-3	-0.12	-12	2	102	1.2
COc1ccc(C(=O)n2nc(C)c(Br)c2C)cc1	-5	19	105	1	0	x	-19	16	90	1.4
c1cncc(-c2nc(NCCCn3ccnc3)c3ccccc3n2)c1	5	-11	95	1	-2	-2	11	10	98	0.56
Cn1cc(C(=O)N/N=C/c2cccc(O)c2)ccc1=O	3	-9	97	1	-3	0.27	9	3	103	1
Cc1ccc(S(=O)(=O)/N=C(/c2ccc(F)cc2)N2CCCCC2)cc1	-6	16	106	1	-2	x	-16	0	105	1.1
COc1cc(C2C(C#N)=C(N)Oc3c2c(-c2ccccc2)nn3-c2ccccc2)cc(OC)c1OC (stereo unspecified)	-7	-8	106	1.1	-8	x	8	-2	98	1
Cc1ccc(OCC(=O)N2CCc3ccccc32)c([N+](=O)[O-])n1	-3	13	102	1	-2	-0.078	-13	-6	106	1.2
CN(c1ccccc1C(=O)NC1CC2CCC1C2)S(=O)(=O)c1ccccc1 (stereo unspecified)	-6	-31	105	1.1	-6	x	31	-9	106	1.4
O=C(CN1C2=NCCCN2c2ccccc21)c1cccc(Br)c1	7	15	94	0.9	8	-0.54	-14	-1	99	0.89
COc1ccc(-c2ccnc(-c3ccc(O)cc3)n2)cc1	-6	-93	105	1	-4	3.2*	93*	8	96	1.1
Cn1nnnc1Sc1c(Cl)cccc1[N+](=O)[O-]	24	-3	78	1.1	-10	1.1	3	2	102	1
O=C(Nc1ccc(Cl)cc1)ON=C1CCCC1	-19	1	117	0.8	15	x	-1	-3	102	1.8
CC(C)NC(=O)CCn1nc(-c2ccc(Cl)cc2)c2ccccc2c1=O	6	11	95	1	-4	0.41	-11	0	102	1.1
Cc1cc(C)nc(SCc2nnc(SCC(=O)N3CCCc4ccccc43)n2C)n1	2	-2	98	1.1	-8	x	2	10	98	0.85
COC(=O)c1ccccc1N(C)C(=O)C12CCC(C)(C(=O)O1)C2(C)C (stereo unspecified)	-2	0	102	1.1	-8	x	0	-4	104	0.93
COc1ccc(-c2nsc3c(N4CCCCC4C)ncnc23)cc1 (stereo unspecified)	81*	-34	24	0.1	91*	-0.75	34	99*	16	0.19
Cc1ccc2nc(SCC(=O)N3CCCC3)[nH]c2c1	-48	115	144*	0.9	5	x	-115	8	96	3.2
O=C(NNS(=O)(=O)c1ccc(F)cc1F)C1Cc2c(ccc3ccccc23)O1 (stereo unspecified)	4	5	96	1.1	-6	x	-5	8	96	0.79
COc1ccc(-c2[nH]ncc2-c2ccc(Cl)cc2)c(O)c1	7	3	94	1	-3	0.11	-3	-2	106	0.98
O=C(O)c1ccc(N/N=C/c2ccc(-c3ccccc3)cc2)cc1	-135	186*	220*	0.9	14	2.1	-186	16	92	10*
COc1ccccc1NC(=O)c1sc2nc(Cc3ccccc3)cc(C(F)(F)F)c2c1N	-3	6	102	1	-2	-5.5*	-6	8	98	1.1

3 of the entries above in order of the NF-kB expr up value, rising:
structure	NF-kB expr up
O=C(NNS(=O)(=O)c1ccc(F)cc1F)C1Cc2c(ccc3ccccc23)O1 (stereo unspecified)	0.79
COC(=O)c1ccccc1N(C)C(=O)C12CCC(C)(C(=O)O1)C2(C)C (stereo unspecified)	0.93
Cc1ccc(OCC(=O)N2CCc3ccccc32)c([N+](=O)[O-])n1	1.2

(more compounds)
SMILES	STAT1 inh	APP 5'UTR act	STAT1 act	FLuc stim CS	FLuc inh counter	ROMK primary	APP 5UTR inh	STAT3 blocker	STAT3 act	NF-kB expr up
O=C(NCCCN1CCOCC1)c1ccc(Cl)c(S(=O)(=O)N2CCCCCC2)c1	-5	x	105	1.1	-8	-0.43	x	11	89	1.1
COc1cccc(CN2CCN(c3ccc(F)cc3)C2=O)c1	-7	22	105	1	0	-1.1	-22	21	85	1.3
O/N=C/c1ccccc1OCc1ccccc1Cl	3	2	97	1.1	-9	x	-2	20	92	1.2
COc1ccc2oc(=O)c(-c3csc(Nc4ccc(O)cc4)n3)cc2c1	-17	-7	116	0.6	38	1.2	8	21	88	3.6*
O=C(Nc1ccc2c(c1)OCO2)C1Cc2ccccc2CN1S(=O)(=O)c1cccs1 (stereo unspecified)	-3	32	103	1	2	-2.1	-32	-9	109	1.6
Cc1cc(C)n(-c2nnc(C)n2/N=C/c2ccc(O)cc2)n1	1	8	97	1	-2	0.9	-8	1	101	1
CC(C)c1cccc(C(C)C)c1NC(=O)COC(=O)c1ccc(OCC(=O)Nc2cccc(C(F)(F)F)c2)cc1	11	4	90	1	-2	x	-4	14	90	1.2
COc1ccc2c(c1)c(CC(=O)Nc1cc(C)ccc1C)c(C)n2C(=O)c1ccc(Cl)cc1	-7	19	107	1	1	0.17	-19	0	99	1.6
COc1ccc(C(=O)Nc2ccccc2C(=O)N/N=C/c2ccccc2OC)cc1	59*	9	48	0	98*	0.13	-9	2	105	1.3
COCCN(C(=O)CSc1nnc2cc(C)c3ccccc3n12)c1c(N)n(Cc2ccccc2)c(=O)[nH]c1=O	0	-13	100	1.1	-7	x	13	8	94	0.88
Cc1ccc2c(c1)nnn2C1CCN(C(=O)NC23CC4CC(CC(C4)C2)C3)CC1	-1	11	101	1.1	-6	x	-11	6	99	1.1
Cc1c(O)ccc2c(=O)c(-c3nncn3-c3ccccc3)coc12	1	0	97	1	-2	0.43	0	4	98	1
O=C(O)c1cc(S(=O)(=O)N2CCCC2)ccc1Br	-3	-6	103	1.1	-7	0.85	6	-2	106	1.1
OCCCc1nc2ccccc2n1CCOc1ccccc1	-2	5	102	1	0	-2.9*	-5	-1	103	0.87
CO/N=C/C1C(=O)NN=C1c1ccccc1 (stereo unspecified)	9	0	91	0.9	6	0.48	0	8	95	1.1
O=C(CCCn1c(=S)[nH]c2cc3c(cc2c1=O)OCO3)N1CCN(c2ccc(Cl)cc2)CC1	16	-4	85	1.1	-6	x	4	43	68	0.91
CCN(C(=O)CCN1C(=O)c2ccccc2C1=O)C1CCCCC1	-9	9	108	1	-2	x	-9	6	99	1.2
O=C(Nc1ccccc1)c1nnsc1S(=O)(=O)c1ccc(Cl)cc1	11	-32	90	1.1	-6	x	32	26	83	0.97
Cc1csc(SCCn2c(N3CCOCC3)nc3c2c(=O)[nH]c(=O)n3C)n1	-5	1	105	1.1	-5	x	-1	7	99	1.1
CCN1C(=O)C(CC(=O)Nc2c(C)cccc2C)Nc2cc(S(=O)(=O)N(C)C)ccc21 (stereo unspecified)	3	-19	97	1	-3	1.1	19	6	98	1
CSc1cccc(NC(=O)CN(C)S(=O)(=O)c2ccccc2)c1	-6	-1	106	1	-3	x	1	4	99	1.3
CCOc1ccccc1NC(=O)C1=C(C)NC(=O)NC1c1cccs1 (stereo unspecified)	-3	-1	100	1	-3	0.094	1	4	101	0.75
COC(=O)c1ccc(OC(=O)CCN2C(=O)C3C4c5ccccc5C(c5ccccc54)C3C2=O)cc1 (stereo unspecified)	4	-1	97	1	-2	x	1	-8	102	0.75
O=C(CSCc1ccccc1F)NCc1ccccc1	-33	12	133*	1	4	-0.03	-12	-2	106	1.9
CCOC(=O)c1ccc(N=Cc2nc3ccccc3n2C)cc1	-3	-11	104	1	-3	-0.23	11	2	104	1.1
CCCc1cc(=O)[nH]c(SCC(=O)N2CCN(c3ccc(F)cc3)CC2)n1	-3	1	103	1.1	-8	0.011	-1	0	103	1.1
O=[N+]([O-])c1ccc(Sc2cccc3cccnc23)c([N+](=O)[O-])c1	-12	-55	108	1.1	-10	1.5	55*	-15	113	1.8
O=C1NC(=O)/C(=C\c2ccccc2OCc2ccccc2)S1	-10	1	107	1	-4	1.6	-1	-4	109	1
O=C(Nc1nc2c(s1)CCCC2)c1cccc(S(=O)(=O)N2CCCc3ccccc32)c1	8	2	93	1	-2	x	-2	14	90	0.74
COc1cc2c(cc1OC)C(C(=O)NCC1COc3ccccc3O1)C(c1cccnc1)N(C)C2=O (stereo unspecified)	12	14	90	1.1	-7	-0.99	-14	2	102	1.2
CC(C)NC(=S)N/N=C/c1sc(N2CCCCC2)nc1-c1cccs1	-21	19	119	0.5	53*	1.3	-18	-13	114	1.3
Cc1cccc(C)c1NC(=O)COC(=O)c1ccc([N+](=O)[O-])o1	0	-13	99	1.1	-6	0.014	13	5	99	1.2
CCOc1ccc(NC(=S)N2CCCN(Cc3cc(C)ccc3C)C2)cc1	-7	-9	105	1	-2	x	9	-3	104	1
Cc1nc(N/N=C/c2ccc(O)cc2)c2cnn(-c3ccccc3)c2n1	-15	4	115	1	-2	-0.41	-4	15	88	0.83
COCC(C)n1c(C)cc(C(=O)CSc2ncccn2)c1C (stereo unspecified)	-5	34	106	0.8	20	0.067	-34	7	98	1.5
CCN(CC)S(=O)(=O)c1cc(C(=O)Nc2ccncc2)ccc1Cl	22	-1	80	1	1	-2.7	1	56*	57	0.67
